# KDM5B inh = Primary screen for KDM5B Histone Demethylases FDH-coupled qHTS; 220,000 compounds, 2.6% hits; KDM5B demethylase, FDH-coupled NADH fluorescence (FDH is formaldehyde dehydrogenase); Lysine-specific demethylase 5B (Homo sapiens), Q9UGL1; Potency, µM (titrated, usually from 57.7 µM), without a hit: at the highest dose activity change, negative = inhibition, usual class: inhibitors; active means well fitted inhibition curve with a large enough effect; inconclusive means small, poorly fitted or top-dose-only effect; inactive means no such curve, though single readings can be large or run the other way; further: 0% is about no effect; nearly all actives have a fitted effect of over 70% in size
# Target sequence (Q9UGL1 whole entry, looked up): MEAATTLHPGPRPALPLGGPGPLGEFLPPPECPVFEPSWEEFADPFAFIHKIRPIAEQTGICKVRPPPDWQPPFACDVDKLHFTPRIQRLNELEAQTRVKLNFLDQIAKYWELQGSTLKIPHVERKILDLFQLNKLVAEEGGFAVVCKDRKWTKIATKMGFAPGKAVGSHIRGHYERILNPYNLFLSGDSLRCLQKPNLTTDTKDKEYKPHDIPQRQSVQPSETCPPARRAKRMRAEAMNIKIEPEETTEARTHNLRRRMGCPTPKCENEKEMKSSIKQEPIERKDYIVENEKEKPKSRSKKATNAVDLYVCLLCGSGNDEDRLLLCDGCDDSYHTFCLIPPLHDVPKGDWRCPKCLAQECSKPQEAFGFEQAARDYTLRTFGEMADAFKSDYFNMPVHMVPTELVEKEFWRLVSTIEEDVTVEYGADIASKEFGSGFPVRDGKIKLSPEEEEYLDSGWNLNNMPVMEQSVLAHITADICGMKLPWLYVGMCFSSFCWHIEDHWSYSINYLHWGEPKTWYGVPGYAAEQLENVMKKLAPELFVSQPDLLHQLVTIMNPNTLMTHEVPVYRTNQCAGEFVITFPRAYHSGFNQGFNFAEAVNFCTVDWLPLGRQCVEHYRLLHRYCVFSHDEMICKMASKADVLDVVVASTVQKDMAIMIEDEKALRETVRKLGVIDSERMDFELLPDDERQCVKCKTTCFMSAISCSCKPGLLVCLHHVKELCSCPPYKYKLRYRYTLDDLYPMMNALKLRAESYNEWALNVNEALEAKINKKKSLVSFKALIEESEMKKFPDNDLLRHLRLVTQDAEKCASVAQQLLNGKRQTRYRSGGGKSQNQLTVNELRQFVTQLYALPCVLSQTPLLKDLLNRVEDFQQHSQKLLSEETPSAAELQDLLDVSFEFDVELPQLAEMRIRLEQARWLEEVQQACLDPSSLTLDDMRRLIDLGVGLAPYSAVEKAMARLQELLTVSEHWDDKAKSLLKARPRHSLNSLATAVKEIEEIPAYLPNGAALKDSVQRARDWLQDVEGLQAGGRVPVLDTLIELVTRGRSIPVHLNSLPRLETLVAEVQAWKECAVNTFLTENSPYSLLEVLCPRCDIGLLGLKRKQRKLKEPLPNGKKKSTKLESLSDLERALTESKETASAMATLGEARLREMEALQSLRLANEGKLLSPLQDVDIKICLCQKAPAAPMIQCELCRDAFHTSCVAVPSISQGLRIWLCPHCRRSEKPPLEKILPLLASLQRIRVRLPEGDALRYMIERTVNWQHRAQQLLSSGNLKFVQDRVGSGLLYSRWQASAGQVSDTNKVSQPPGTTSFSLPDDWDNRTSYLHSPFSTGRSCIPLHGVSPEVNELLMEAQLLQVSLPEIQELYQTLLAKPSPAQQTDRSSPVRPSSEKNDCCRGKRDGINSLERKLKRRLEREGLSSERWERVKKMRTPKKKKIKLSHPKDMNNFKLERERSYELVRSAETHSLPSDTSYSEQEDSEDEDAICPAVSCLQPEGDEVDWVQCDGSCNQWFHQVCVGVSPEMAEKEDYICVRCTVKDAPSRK
#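 Coupled FDH/NAD⁺ fluorescence readout. KDM5BΔAP 200 nM final; compound titration, 10 min RT preincubation; substrate mix 12.5 µM H3K4me3, 25 µM 2-OG, 50 µM Fe(II), 100 µM ascorbate, 0.25 mM NAD⁺, 0.25 U/mL FDH; ΔRFU over 30 min.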
# * hit, by the source's call; i = inactive; ? = inconclusive; [ ] = dose if it differs, or a comment. Potency means the concentration at half of the fitted maximal effect.
KDM5B inh	mol
-8.2%	Cc1ccc2cc(C(=O)NC3CCS(=O)(=O)C3)c(C)nc2c1 (centres undefined)
?	CCCC(C(=O)NC1CCCC1)N(CCN(CC)CC)C(=O)c1snc(C(N)=O)c1N (centres undefined)
24.2%	C=CCNC(=O)NC(=O)c1csc([N+](=O)[O-])c1
?	O=C(NCC(c1cccs1)N1CCCC1)c1cc2ccccc2oc1=O (centres undefined)
?	CCN1CCc2[nH]cnc2C12CCN(C(=O)c1cccc3nccnc13)CC2
-12.7%	Cc1cc(N2CCC(C(=O)Nc3ccc(Cl)cc3)CC2)n2nc(C)c(-c3ccc(Cl)cc3)c2n1
-17.9%	CCCNC(=O)CSc1nc2ccsc2c(=O)n1CCC(C)C
-13.7%	CCc1cc(C(=O)Cc2nc3ccccc3s2)c(O)cc1OCC(=O)O
-0.9%	CNCC#CCOc1c(C)cc(C)cc1C
-10.4%	Cc1cccc(NC(=O)N2CC(=O)Nc3sc4c(c3C2c2ccccc2)CCCC4)c1C (centres undefined)
11.4%	CCOCCCNC(=O)N1CCC2(CC1)CC(N(C(=O)c1ccccc1)C1CC1)CCO2 (centres undefined)
6.0%	CCOc1ccc2c(n1)CCN(C(=O)Nc1ccc(CC)cc1)C2
8.6%	Cc1ccc(-c2nn(CC(=O)O)c(=O)c3ccccc23)cc1
-4.6%	CCC(=O)N1CCc2cc(S(=O)(=O)NC(CC(C)C)C(=O)NCc3ccc(F)cc3)ccc21 (centres undefined)
0.5%	Cc1cc2nc(-c3cccc(NC(=O)COc4ccc([N+](=O)[O-])cc4)c3)oc2cc1C
-0.6%	CC1Oc2ccc(-c3csc(NC(=O)c4ccco4)n3)cc2NC1=O (centres undefined)
12.3%	O=C(/C=C/c1ccc2ccc(Cl)cc2n1)NC1CCCCC1
-16.2%	COc1ccccc1CNc1nc(-c2ccc(CN(C)C(C)=O)cc2)cs1
25.7%	CC(NC(=O)c1nn(C(C)C)c(=O)c2ccccc12)c1cccs1 (centres undefined)
-21.5%	CCC1(C(=O)Nc2ccc(OC)cc2)CCCCC(=O)N1 (centres undefined)

# Reprinted from the part before: 2 entries; new compounds follow.
KDM5B inh	mol
25.7%	CC(NC(=O)c1nn(C(C)C)c(=O)c2ccccc12)c1cccs1 (centres undefined)
-21.5%	CCC1(C(=O)Nc2ccc(OC)cc2)CCCCC(=O)N1 (centres undefined)
6.1%	CN(C)CCCn1ccnc1C1CCCN(C(=O)N(C)c2ccccc2)C1 (centres undefined)
-23.2%	CCc1cc(N2CCC(Cc3nncn3C)CC2)nc(N2CCOCC2)n1
?	CCc1nn(CC(=O)NCCC(C)C)c(=O)c2cc3c(OC)cccc3n12
-0.1%	CC(=O)N(C)c1ccc(NC(=O)Cn2cnc3c2c(=O)n(C)c(=O)n3C)cc1
18.1%	O=C(NCCc1ccccn1)c1cccc(NS(=O)(=O)c2ccc3c(c2)OCCO3)c1
30.2%	O=C(c1cccc(-c2ncc[nH]2)c1)N1CCn2nc(Cc3ccccc3)cc2C1
14.5%	CN1CC(=O)N(C2CCCC2)Cc2c1ncnc2N1CCN(c2ncccn2)CC1
0.1%	CN(CC(=O)Nc1ccc(Cl)c(Cl)c1)CC(=O)N(CCC#N)c1ccccc1F
1.7%	CCOc1ccccc1NC(=O)N(Cc1ccc(C)o1)C1CCN(C(C)=O)CC1
31.6µM*	COCCNC(=O)c1ccc2c(c1)N(C)C(CC(=O)N(C)CC(C)C)CO2 (centres undefined)
-7.7%	CCN(Cc1ccccc1)S(=O)(=O)c1ccc(OC)c2ncccc12
i	Cc1cn2nc(C(=O)NCc3cccnc3)cc2c(N2CCCC2)n1
0.8%	Cc1ccc(-c2nn(-c3cccc([N+](=O)[O-])c3)c3c2cnc2ccc(F)cc23)cc1
?	CCc1ccc(NC(=O)C2CCN(S(=O)(=O)c3c(C)noc3C)CC2)cc1
15.1%	Cc1ccc(C)c(-n2nnc(C(=O)NC3CCS(=O)(=O)C3)c2C)c1 (centres undefined)
15.8%[115 µM]	CN(C)CC(=O)N1Cc2ccccc2CC2(CCCN(CCc3ccccc3)C2)C1 (centres undefined)
10.7%	COc1ccc(C)cc1NC(=O)c1cc(=O)[nH]c2ccccc12
4.8%	CC(C)CCn1c(SCc2ccc(F)cc2Cl)nc2ccsc2c1=O
-13.3%	COC1CN(c2cccc(F)c2)C12CCN(C(=O)CCC1CCCC1)CC2 (centres undefined)
?	Cc1ccc(C(=O)N(C)C2CCc3nn(CC4CC4)c(=O)n3CC2)c(=O)[nH]1 (centres undefined)
13.4%	COc1ccc(S(=O)(=O)N2CCCCC2)cc1NC(=O)c1nn(CC(C)C)c(=O)c2ccccc12
?	C#CCn1c(=NC(=O)c2ccco2)sc2cccc(Cl)c21
12.8%	CCN(CC)CCN(C(=O)c1ccc([N+](=O)[O-])cc1)c1nc2ccc(OC)cc2s1
28.2µM*	COc1ccccc1OCCNC(=O)c1cn2ccnc(-c3ccc(C)cc3)c2n1
-10.0%	COc1ccccc1CNC(=O)CSc1nc2nc(C)c(Cc3ccccc3C)c(C)n2n1
-15.4%	CC(C)C[C@H](NC(=O)[C@@H]1Cc2ccccc2CN1C(=O)OC(C)(C)C)C(=O)NCC1CCC(C(=O)O)CC1 (some centres undefined)
?	COc1nn(C)c2nc(C)c(CCC(=O)NC(C)C)c(C)c12
31.2%[activator]	O=C1NC2(CCN(Cc3ccc(C(F)(F)F)cc3)C2)OCc2ccccc21 (centres undefined)
?	COCCNC(=O)c1cccc(Nc2nc3ccccc3n3nnnc23)c1
0.7%[86.2 µM]	F[C@@H]1CN(Cc2ccc(C(F)(F)F)cc2)C[C@@H]1OCc1nc2ccncc2[nH]1
15.1%	Cc1cnc(C(=O)N2CCOc3ccc(CCC(=O)NCC4CC4)cc3C2)cn1
20.9%	Cc1ccccc1C(=O)Nc1ccc(S(=O)(=O)Nc2onc(C)c2C)cc1
16.5%	CC(C)N(Cc1cnn(C)c1)S(=O)(=O)c1ccc(Cl)cc1
-17.8%	O=C(c1ccoc1)N1CCC(Cc2nc(-c3ccccc3)n[nH]2)C1 (centres undefined)
?	CC(C)CCC(=O)N[C@@H]1CN(C)C[C@H]1CN(C)C
-11.6%	COc1ccc2nc(C[C@@H]3C[C@@H](C(C)C)[C@H](CN4C(=O)C(C)=C(C)C4=O)C=C3C)[nH]c2c1
13.7%	CN(C)C[C@@H]1CN(c2ccncn2)C[C@H]1NC(=O)c1ccc2ncccc2c1
-0.6%	CNC(=O)[C@@H]1CN(C(=O)Cc2ccccc2Cl)C[C@H]1CO
5.5%	COc1cc(NC(=O)CSc2nccn2C)cc(OC)c1OC
-23.9%	O=C(COc1ccccc1)Nc1nnc(SCc2cc(=O)c3ccccc3[nH]2)s1

# Given as labelled records: entries from further up
CCOCCCNC(=O)N1CCC2(CC1)CC(N(C(=O)c1ccccc1)C1CC1)CCO2 (centres undefined)
  KDM5B inh: 11.4%

Cc1ccc(-c2nn(CC(=O)O)c(=O)c3ccccc23)cc1
  KDM5B inh: 8.6%

CCN(CC)CCN(C(=O)c1ccc([N+](=O)[O-])cc1)c1nc2ccc(OC)cc2s1
  KDM5B inh: 12.8%

# Further results follow:
KDM5B inh	mol
?	COCC1CN(C2CCC2)CC12CCN(C(=O)c1ccccc1Cl)CC2 (centres undefined)
-4.6%	COc1ccccc1NC(=S)NC1CCCC1
3.7%	Cc1cc(Cl)c2oc(C(=O)N(Cc3c(C)nn(C)c3C)C3CC3)c(C)c2c1
-2.3%	COC(=O)c1ccc(C(=O)OC)c(NC(=O)c2c(-c3ccccc3)noc2C)c1
9.5%	CCCc1cc(N2CCN(c3ccccc3)CC2)n2cnnc2n1
-1.4%	CC(C(=O)Nc1ccccc1C(F)(F)F)n1nc(-c2ccccc2)c2c(c1=O)CCCC2 (centres undefined)
-6.3%	COc1cccc(N2CCN(C(=O)[C@H]3CCC[C@H]3NC(=O)c3cnc(C)cn3)CC2)c1
9.9%	CCc1ccc(S(=O)(=O)Nc2ccc(C)c(NS(C)(=O)=O)c2)cc1
-2.4%	Cc1ccc(CNS(=O)(=O)c2cc3c(cc2C)NC(=O)CO3)cc1
177.1%[activator]	N#Cc1nc(-c2ccccc2F)oc1N1CCN(C(=O)c2ccco2)CC1
79.7%[activator][86.2 µM]	COc1ccc2[nH]c(C[C@@H]3C[C@@H](C(C)C)[C@H](CNCc4ccccc4O)C=C3C)nc2n1
?	FC(F)(F)c1cc(-c2ccccn2)nc2cc(-c3ccccc3)nn12
?	CN(C)c1ccc(C(=O)Nc2cccc(-c3nc4cccnc4s3)c2)cc1
?	COc1ccc2[nH]c(C(=O)N3CCc4ccccc4C3)cc2c1
-24.5%	CCOc1ccc(N(CC)C(=O)CSc2n[nH]c(-c3ccccc3)n2)cc1
?	Cc1c(C)n(CCCN(C)C)c2ncn3nc(-c4ccccn4)nc3c12
-4.8%	COc1ccccc1CNC(=O)c1ccc2c(c1)OCO2
?	N#Cc1sc2nccc(Nc3ccccc3)c2c1N
11.1%	COc1cccc(CNC(=O)c2ccc(CS(=O)c3ccccc3Cl)o2)c1 (centres undefined)
?	CNc1oc(-c2cc(S(=O)(=O)N3CCCC3)c(C)o2)nc1C#N

# Reformatted: 3 of the compounds above.
Molecule	KDM5B inh
N#Cc1nc(-c2ccccc2F)oc1N1CCN(C(=O)c2ccco2)CC1	177.1%[activator]
N#Cc1sc2nccc(Nc3ccccc3)c2c1N	?
FC(F)(F)c1cc(-c2ccccn2)nc2cc(-c3ccccc3)nn12	?

# More compounds follow:
KDM5B inh	mol
-3.1%	COc1ccccc1NC(=O)COc1ccc(C)cc1-n1cnnc1
?	CN1CCN(c2ccc(NC(=O)c3ccccc3F)nc2)CC1
?	CCN(CC)C(=O)Oc1ccc2cc(-c3ccccc3)c(=O)oc2c1
?	COc1ccc(CCN2CC(C(=O)NCCc3ccc(C)cc3)CC2=O)cc1OC (centres undefined)
?	CCOC(=O)c1ccc(NC(=O)CSc2cc(=O)n(CC)c3ccccc23)cc1
?	O=C(CCn1c(=O)c2cccn2c2cccnc21)NCc1cccc(Br)c1
?	O=C(NC1CC1)C1CCCN1c1nc2ncccc2o1 (centres undefined)
-14.5%	COc1ccc(N2CCN(C(=O)c3ccc(C)c(NC(=O)c4nsc5ccccc45)c3)CC2)cc1
6.6%	CC(C)Oc1ccccc1-c1noc(-c2ccc(S(=O)(=O)NC3CC3)o2)n1
10.9%	O=C(CSc1nc(CN2CCOCC2)nc2ccccc12)N1CCN(Cc2ccccc2)CC1
-8.9%	COc1ccc(C(=O)COc2ccc3c(C)cc(=O)oc3c2)cc1
3.5%	CC1CCCN(Cc2nc3c(c(=O)n(C)c(=O)n3C)n2Cc2c(F)cccc2Cl)C1 (centres undefined)
6.1%	O=C(Cc1cccc(F)c1)NCCC1CCN(C(=O)Nc2ccccc2F)CC1
9.1%	Cn1c(SCC(=O)NCC2CN(Cc3ccccc3)CCO2)nnc1-c1ccc(C(C)(C)C)cc1 (centres undefined)
?	O=C1NCCCCCCN(Cc2ccc3c(c2)CCO3)[C@H]2CCC[C@@H]12
?	O=C1CCCCC(CNC(=O)c2nccc3ccccc23)N1 (centres undefined)
?	O=C(O)CC/C(=C\c1cc2c(cc1Br)OCO2)c1nc2ccccc2s1
-4.1%	COCc1nc(-c2ccc(OC3CN(C(=O)c4cc(C)n(C)n4)C3)cc2)no1
-11.8%	O=C1N(Cc2ccc(F)cc2)CCCC12CCN(CC1CCCC1)C2 (centres undefined)
?	CCOc1ccccc1NC1(c2ccccc2)C(=O)c2ccccc2C1=O

# Given tab-delimited: part of the list above.
Compound	KDM5B inh
O=C1NCCCCCCN(Cc2ccc3c(c2)CCO3)[C@H]2CCC[C@@H]12	?
O=C1CCCCC(CNC(=O)c2nccc3ccccc23)N1 (centres undefined)	?

# Other records:
KDM5B inh	mol
-29.2%	Cc1cccn2cc(-c3cccc(NS(=O)(=O)c4ccc(Cl)c(Cl)c4)c3)nc12
-7.4%	Cc1ccc2c(=O)cc(C(=O)N(Cc3ccc(N(C)C)cc3)C3CCS(=O)(=O)C3)oc2c1 (centres undefined)
2.9%	Cc1ccc(Cl)cc1NC(=O)N(C)Cc1nc(-c2ccccc2C)oc1C
-9.6%	COc1ccc(C(=O)Nc2ccc(Cl)cc2C(=O)N2CCOCC2)cc1
14.8%[115 µM]	C[S+](=O)([O-])N1Cc2ccccc2CC2(CCCN(CCc3ccccc3)C2)C1 (centres undefined)
?	Cc1ccccc1C(=O)Nc1ccc2oc(-c3ccccc3F)nc2c1
-2.0%	CC(C)C(N)c1ccc2c(c1)OCCCO2 (centres undefined)
?	CCOc1ccc(CCNC(=O)CCc2c(C)nc3c(c(C)nn3-c3ccccc3)c2C)cc1OCC
?	COC[C@H]1CCCN1[C@@H]1[C@H](O)[C@H](CO)O[C@@H]1CN(Cc1cccc(Cl)c1)Cc1cccc(Cl)c1
13.6%	C=CCc1c(C)nc(Nc2nc(C)c3ccccc3n2)[nH]c1=O
2.1%	CC(C)CC(NC(=O)C1CCCCC1)C(=O)Nc1cccc(C(F)(F)F)c1 (centres undefined)
-22.6%	O=C1CCC2(CNC(=O)c3cnccn3)CCCC=C2N1 (centres undefined)
6.2%	COc1ccc(-c2nnc(SCC(=O)N3CCc4ccccc43)o2)cc1OC
4.2%	N#Cc1ccc(OCc2cccc(C(F)(F)F)c2)cc1
4.6%	Cc1nnsc1C(=O)NNC(=O)c1ccc(C(F)(F)F)cc1
50.9%	Cc1noc(C)c1S(=O)(=O)N1CCc2n[nH]c(=O)n2CC1
-11.9%	O=C(NC1CCCN(c2cc(-c3ccc(F)cc3)[nH]n2)C1)c1cccc(Br)c1 (centres undefined)
-22.0%	COc1ccc(C(=O)NC2CCCN(CCc3ccccc3)C2)c(OC)n1 (centres undefined)
-4.8%	COc1ccc(CN(C)C(=O)NCc2nc(C)cs2)cc1
112µM*	CCc1ccc(CN2CC3ON=C(C(=O)O)C3C2)cc1 (centres undefined)

# Screening data as filed in PubChem.

# An excerpt (hit frequency here may not be typical).
